M. tuberculosis HTS – M. tuberculosis growth inhibition, HTS (AID 449762); 330,000 tested, 0.59% active; M. tuberculosis H37Rv growth inhibition, 7H9 media; higher % means a stronger effect; inhibition, % at 25 µM, or IC50 in µM where a hit was titrated; in the data active = a potency from the dose series; inconclusive = inhibition above about 70% without an active follow-up result;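 note: bacterial growth assessed after seven days of incubation; strong numbers were not always called active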
tuberculosis growth – growth inhibition of non-replicating M. tuberculosis (AID 488890); Mycobacterium tuberculosis non-replicating, growth inhibition; higher % means a stronger effect; one-dose inhibition, % at 25 µM; IC50 in µM for titrated hits; 320,000 tested, 0.39% active; in the data active = a potency from the dose series; inconclusive = inhibition mostly from about 82% at the one dose, without a potency; inactive = the rest, 99 in 100 with inhibition below about 76%;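 note: plate controls were DMSO cells for no effect and high antibiotic wells for full effect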
inhibitors of VEEV – inhibitors of VEEV TC-83 cytopathic effect, confirmation, Vero cells (AID 588727) | Vero cells, VEEV TC-83 cytopathic effect inhibition; higher % means a stronger effect | inhibition, % at 20 µM, or IC50 in µM where a hit was titrated | 350,000 tested, 0.13% active; in the data active = a potency from the dose series; inconclusive = inhibition mostly from about 14% at the one dose, without a potency; inactive = the rest, 99 in 100 with inhibition below about 12%; note: strong numbers were not always called active
influenza NS1A – H1N1 influenza NS1A inhibitors, functional cell based assay (AID 504329); NS1A functional cell-based assay, percent inhibition; higher % means a stronger effect; inhibition, % at 12.5 µM, or IC50 in µM where a hit was titrated; 340,000 tested, 0.3% active; in the data active = a potency from the dose series; inconclusive = inhibition above about 27% without an active follow-up result; note: strong numbers were not always called active
PhoP GFP inhibition – PhoP regulon inhibitors, Salmonella typhi PhoP promoter GFP reporter, confirmatory (AID 1850); 310,000 tested, 0.33% active; Salmonella Typhi PhoP-promoter GFP reporter, fluorescence, 4 h; higher % means a stronger effect; inhibition, % at 50 µM, or IC50 in µM where a hit was titrated; in the data active = a potency from the dose series; inconclusive = inhibition mostly from about 25% at the one dose, without a potency; inactive = the rest, 99 in 100 with inhibition below about 19%;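 note: 0% = induced wells with vehicle and 100% = uninduced wells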
inhibitors of VEEV 10K pilot screen – further read-out of inhibitors of VEEV, marked with its call; inhibition, %; measured here: 10K pilot screen inhibition
* = called active by the depositor; i = inactive; ? = inconclusive; / = no result given.

Start of the data: the first 14 records as a preview:
SMILES	M. tuberculosis HTS	tuberculosis growth	inhibitors of VEEV	influenza NS1A	PhoP GFP inhibition	others
COc1ccc(NC(C)=O)cc1NS(=O)(=O)c1cn(C)c(=O)n(C)c1=O	-4%	-4%	0.6%	-54%	12%	inhibitors of VEEV 10K pilot screen=0.6
CC(=O)NNC(=O)CCn1nnc2ccccc21	0%	-2%	1.5%	-9%	-4%
Cc1ccc(NC(=O)CSC2=C(C#N)C(c3ccc4c(c3)OCO4)C3=C(CCCC3=O)N2)c(C)c1 (centres undefined)	31%	27%	2.5%	-2%	3%
Nc1ccccc1-c1nnc(SCc2ccccc2Cl)[nH]c1=O	/	/	1.5%	10%	1%
CCC(OC(=O)c1cc2sccc2n1C)C(=O)NCC1CCCO1 (centres undefined)	5%	4%	0.9%	3%	12%
CN(C)CC/C=C1\c2ccccc2COc2ccccc21	2%	7%	1.6%	3%	-3%
CC(=O)N1CCN(Cc2nc3cc(NC(=O)c4ccccc4)ccc3n2C)CC1	-2%	8%	0.3%	-17%	6%
C#CCN(C[C@@H](CC(C)C)NC(=O)OC(C)(C)C)S(=O)(=O)c1ccc(Br)cc1F	/	/	0.8%	20%	/
Cc1ccc(OCc2nnc(SCC(=O)O)n2N)cc1	-11%	-7%	2.5%	-4%	1%
O=C(c1ccccc1)c1ccc(C(=O)N2CCOCC2)cc1	-8%	0%	1.7%	3%	-5%
O=C(NCC(=O)N(c1ccc(F)cc1)C(C(=O)NC1CCCC1)c1cccnc1)c1cccs1 (centres undefined)	1%	-2%	1.4%	-8%	-1%
CN(C(=O)COc1ccccc1)c1nnc(C23CC4CC(CC(C4)C2)C3)s1	-1%	-10%	1.1%	4%	-2%	inhibitors of VEEV 10K pilot screen=1.6
CN(CC(=O)Nc1ccc(N2CCOCC2)cc1)C(=O)Cc1ccccc1	6%	5%	1.6%	-3%	/
O=C(CN(Cc1ccccc1F)C(=O)c1csnn1)NC1CCCCC1	5%	-16%	0.1%	1%	0%

This part in full, repeating the preview:
SMILES	M. tuberculosis HTS	tuberculosis growth	inhibitors of VEEV	influenza NS1A	PhoP GFP inhibition	others
COc1ccc(NC(C)=O)cc1NS(=O)(=O)c1cn(C)c(=O)n(C)c1=O	-4%	-4%	0.6%	-54%	12%	inhibitors of VEEV 10K pilot screen=0.6
CC(=O)NNC(=O)CCn1nnc2ccccc21	0%	-2%	1.5%	-9%	-4%
Cc1ccc(NC(=O)CSC2=C(C#N)C(c3ccc4c(c3)OCO4)C3=C(CCCC3=O)N2)c(C)c1 (centres undefined)	31%	27%	2.5%	-2%	3%
Nc1ccccc1-c1nnc(SCc2ccccc2Cl)[nH]c1=O	/	/	1.5%	10%	1%
CCC(OC(=O)c1cc2sccc2n1C)C(=O)NCC1CCCO1 (centres undefined)	5%	4%	0.9%	3%	12%
CN(C)CC/C=C1\c2ccccc2COc2ccccc21	2%	7%	1.6%	3%	-3%
CC(=O)N1CCN(Cc2nc3cc(NC(=O)c4ccccc4)ccc3n2C)CC1	-2%	8%	0.3%	-17%	6%
C#CCN(C[C@@H](CC(C)C)NC(=O)OC(C)(C)C)S(=O)(=O)c1ccc(Br)cc1F	/	/	0.8%	20%	/
Cc1ccc(OCc2nnc(SCC(=O)O)n2N)cc1	-11%	-7%	2.5%	-4%	1%
O=C(c1ccccc1)c1ccc(C(=O)N2CCOCC2)cc1	-8%	0%	1.7%	3%	-5%
O=C(NCC(=O)N(c1ccc(F)cc1)C(C(=O)NC1CCCC1)c1cccnc1)c1cccs1 (centres undefined)	1%	-2%	1.4%	-8%	-1%
CN(C(=O)COc1ccccc1)c1nnc(C23CC4CC(CC(C4)C2)C3)s1	-1%	-10%	1.1%	4%	-2%	inhibitors of VEEV 10K pilot screen=1.6
CN(CC(=O)Nc1ccc(N2CCOCC2)cc1)C(=O)Cc1ccccc1	6%	5%	1.6%	-3%	/
O=C(CN(Cc1ccccc1F)C(=O)c1csnn1)NC1CCCCC1	5%	-16%	0.1%	1%	0%
C(=C\c1ccccc1)/C=N/Nc1nc(N2CCCCC2)nc(N2CCCCC2)n1	31%	0%	1.7%	-11%	-4%
O=C(CCC(=O)NNC(=O)COc1ccccc1)NCc1ccccc1	2%	0%	i	-2%	1%
COc1ccc(-c2nnc(-c3ccc(C)cc3)o2)cc1	56%	76%	2.0%	-6%	-4%
CCOC(=O)CC1=C(C(=O)OCC)C(c2ccc(OC)cc2OC)C(C#N)=C(N)O1 (centres undefined)	-4%	-3%	3.3%	8%	3%
CC1(C)CC(=O)C2=C(C1)OC(N)=C(C#N)C21CCN(Cc2ccccc2)CC1	-13%	53%	i	12%	-1%	inhibitors of VEEV 10K pilot screen=0.1
CCOc1ccc(/C=N/O)cc1	31%	0%	1.3%	-2%	-4%
CCC(C)Sc1ccc([C@@H]2[C@H]3C(=O)N(CC)C(=O)[C@H]3[C@]3(C(=O)OC)CCCCN23)cc1 (some centres undefined)	4%	2%	4.6%	4%	-19%
CCN1CCN(CCCNC(=O)c2cc3c(=O)oc4ccc(C)cc4c3s2)CC1	-1%	0%	3.7%	2%	6%
Cc1ccc(N2CC(C(=O)NCCN3CCOCC3)CC2=O)cc1 (centres undefined)	1%	-6%	0.9%	5%	-6%
CN(C(=O)c1cccc(NC(=O)Cc2cccc(NC(=O)C3CCCN(C(=O)C4CCCCC4)C3)c2)c1)C1CCC1 (centres undefined)	/	/	2.3%	-10%	/
C(=N\n1cnnc1)/c1ccc(OC2CSC2)cc1	30%	13%	1.0%	-4%	-10%

Following part:
SMILES	M. tuberculosis HTS	tuberculosis growth	inhibitors of VEEV	influenza NS1A	PhoP GFP inhibition	others
Cc1cc(C)cc(N(C(=O)c2sc(C)nc2C)C(C(=O)NCc2ccco2)c2ccccc2)c1 (centres undefined)	1%	12%	i	2%	1%
CC(C)=CCc1c(O)cc(O)c2c(=O)c3c(CC=C(C)C)c(O)ccc3oc12	4%	14%	/	/	-8%
O=C1c2ccccc2C(=O)N1CCSc1nc2ccccc2c(=O)n1CCCN1CCOCC1	1%	6%	3.3%	-11%	4%
CC(C)c1ccc(OCC(=O)N2CCc3ccccc3C2)cc1	6%	76%	0.4%	18%	8%
Cc1c(Cl)cccc1N1C(=O)C2ON(c3ccccc3)C(c3cccnc3)C2C1=O (centres undefined)	0%	-3%	1.7%	1%	-19%
CCC(=O)Oc1ccc(C2NC(=O)c3ccccc3O2)cc1OC (centres undefined)	-11%	15%	1.1%	-4%	-5%
CCc1ccc(N(CC(=O)NCC2CCCO2)C(=O)CCC(=O)Nc2nccs2)cc1 (centres undefined)	17%	-9%	1.7%	-3%	8%
Cc1cccc(NC(=O)CNC(=O)CN2C(=O)NC3(CCc4ccccc43)C2=O)c1C (centres undefined)	/	/	0.6%	2%	/
COC(C[C@H](O)[C@@H](C)[C@H](O)COCc1ccccc1)OC	/	/	i	0%	/	inhibitors of VEEV 10K pilot screen=0.2
COc1cccc(NC(=O)C(NCC2CCCCC2)c2ccccc2)c1 (centres undefined)	4%	17%	i	-14%	0%	inhibitors of VEEV 10K pilot screen=0.0
O=C(NCc1ccccc1)c1cnc(Cl)c(Cl)c1	-12%	62%	i	-8%	-3%
CCn1c(CSc2nccn2C)nc2cc(C(=O)O)ccc21	-8%	-14%	0.6%	-11%	-15%
C/C(=N\NC(=O)c1ccc2c(c1)OCO2)c1ccc2c(c1)OCO2	7%	/	i	-5%	1%
O=C(O)c1c2c(nc3ccc(S(=O)(=O)N4CCC(C(=O)NCc5ccc(Cl)cc5)CC4)cc13)CCCC2	-2%	23%	1.0%	1%	1%
O=C(O)C1CC=CCC1C(=O)Nc1cccc(F)c1 (centres undefined)	2%	-13%	0.5%	6%	1%
O=C(Cn1nc2ccccc2n1)N/N=C/c1ccc(F)cc1	-2%	0%	0.1%	-10%	6%
O=C(O)c1ccc(CSc2nc(-c3ccc(Cl)cc3)cc(C(F)(F)F)n2)cc1	-18%	13%	0.5%	-29%	-8%
Cc1cccc(NC(=S)NNC(=O)Cc2ccccc2)c1	1%	60%	0.8%	-5%	-4%
CC12CC3CC(C)(C1)CC(C(=O)NC(=S)N1CCCCC1)(C3)C2	54%	-4%	0.1%	-8%	1%
COc1ccc(OC)c(CN2CCC(CNC(=O)Nc3cccc(Cl)c3)CC2)c1	8%	10%	i	-13%	-3%
Cc1ccc(S(=O)(=O)N(C)c2ccc(OCC(=O)NC3=NCCS3)cc2)cc1	-2%	16%	0.8%	-5%	10%
CCOC(=O)c1cccc(NC(=O)CSc2nc(N)cc(N)n2)c1	3%	2%	2.9%	4%	-1%	inhibitors of VEEV 10K pilot screen=0.1
COc1ccc(C(=O)C(=O)c2ccc(OCCO)cc2)cc1	-9%	13%	i	4%	8%	inhibitors of VEEV 10K pilot screen=0.3
CCOc1cc(C(=S)N2CCC(O)CC2)ccc1OS(=O)(=O)c1ccc(Br)cc1	-4%	19%	i	6%	3%
CN(Cc1ccc(Cl)c(Cl)c1)C(=O)C1=CC=CN2CCS(=O)(=O)N=C12	5%	26%	1.4%	-3%	/

(next part)
SMILES	M. tuberculosis HTS	tuberculosis growth	inhibitors of VEEV	influenza NS1A	PhoP GFP inhibition	others
O=C(NCc1ccc(Cl)cc1)c1cc(=O)[nH]c2ccc(S(=O)(=O)N3CCOCC3)cc12	3%	2%	0.4%	-7%	1%
COc1ccc(N(CC(=O)NCc2ccncc2)S(=O)(=O)c2ccc(C)c([N+](=O)[O-])c2)cc1	-1%	25%	1.9%	-19%	7%
CCOc1[nH]n(-c2ccc(Cl)cc2)c(=O)c1C=NCc1cccnc1	?	23%	2.1%	4%	-4%
Cc1c(-c2ccccc2)nc(N)c(C#N)c1-c1cccnc1	-4%	6%	0.4%	-2%	5%
CC(C)NC(=O)c1onc(CSc2ccccn2)c1C(=O)NC(C)C	-3%	-12%	0.4%	1%	8%
CCOc1ccc(S(=O)(=O)N2CCN(C(=S)NC3CC3)CC2)cc1	3%	-2%	2.8%	7%	-5%
Cc1nc(C)c(N)c(=O)[nH]1	-1%	-16%	2.6%	-4%	-2%
Cc1ccc(-c2nsc3c(N4CCC(C(N)=O)CC4)ncnc23)cc1	-5%	19%	2.7%	-5%	8%
O=C(O)c1cccc2c1Cc1cc(Cl)ccc1-2	/	/	5.7%	12%	/
CCCn1c(N)c(C(=O)CN(C)CC(=O)Nc2cccc(F)c2)c(=O)[nH]c1=O	-6%	-7%	2.7%	-10%	/
COc1ccc(-c2cccc([C@H]3[C@@H]4C=CCC[C@@]4(C)C(=O)N3Cc3ccccc3)c2)cc1	3%	0%	3.4%	3%	6%
COc1ccc(C(=O)NC2CC(C)(C)Cc3c2cnn3-c2ccccc2)c(OC)c1 (centres undefined)	19%	24%	8.4%	-5%	0%
[O-]c1ccccc1-[n+]1c(-c2ccccc2)cc(-c2ccccc2)cc1-c1ccccc1	?	?	0.3%	7%	10%
Cc1csc2ncc(C(=O)NCCC(c3ccccc3)c3ccccc3)c(=O)n12	1%	40%	5.4%	-7%	2%
Cc1ccc(C(=O)NCc2ccccn2)cc1S(=O)(=O)N1CCCCC1	-10%	41%	1.5%	9%	1%
CN(C(=O)c1cc(-c2ccc3c(c2)OCO3)on1)c1ccccc1	8%	39%	1.1%	-12%	9%
Cc1nn(Cc2ccc(Cl)cc2)c(C)c1N	-4%	19%	2.5%	7%	22%
C#CCC(NC(=O)c1ccc(C#N)cc1)C(=O)NCCC (centres undefined)	-8%	-2%	1.6%	-7%	/
CCc1cccc(CC)c1NC(=O)C1CN(S(=O)(=O)c2ccccc2)CCN1S(=O)(=O)c1ccccc1 (centres undefined)	-2%	-4%	1.0%	-3%	-6%
Cc1cc(NC(=O)c2cc(-c3ccncc3)nc3ccccc23)ccc1Br	11%	32%	3.8%	-7%	/
O=C(c1cc(S(=O)(=O)N2CCOCC2)ccc1Cl)N1CCCCC1CO (centres undefined)	-1%	4%	2.6%	0%	/
CCN(c1ccccc1)c1nc2ccsc2c(=O)s1	-10%	51%	i	-9%	7%
COCCCN1CC(=O)N2C(c3cccc(C)c3)c3[nH]c4ccccc4c3C[C@H]2C1=O (some centres undefined)	7%	0%	i	-14%	-12%
COc1ccc(NC(=O)CC2C(=O)NCCN2C(=O)c2ccc(N(C)C)cc2)cc1 (centres undefined)	-9%	-10%	1.8%	/	0%
O=C(Nc1ccc(Oc2nnc(-c3ccccc3)c3ccccc23)cc1)c1ccccc1	-1%	-28%	8.8%	-2%	-10%
CC(C)C(NC(=O)c1ccc(C(C)(C)C)cc1)C(=O)Nc1cccc(S(N)(=O)=O)c1 (centres undefined)	4%	20%	3.6%	-5%	-9%

Source: PubChem BioAssay
